# Screens deposited in PubChem by NCI.
# rad50: NCI yeast anticancer drug screen, S. cerevisiae rad50 strain; growth inhibition, % at 50 µM; actives 10% (n = 79,000);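 note: 0% = growth of vehicle-only cultures of the same strain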
#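 Yeast carrying a defined DNA repair defect were exposed to test compounds, and growth was compared with vehicle-treated controls to give percent inhibition.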
# mlh1 rad18: NCI yeast anticancer drug screen, S. cerevisiae mlh1 rad18 strain; growth inhibition, % at 50 µM; actives 11% (n = 79,000); AID 175;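 note: 0% = growth of vehicle-only cultures of the same strain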
#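 Inhibition values reflect reduced growth of mutant yeast versus vehicle-treated controls following compound exposure; the mutations affect DNA damage repair.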
# sgs1 mgt1: NCI yeast anticancer drug screen, S. cerevisiae sgs1 mgt1 strain. growth inhibition, % at 50 µM. actives 10% (n = 78,000);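 note: 0% = growth of vehicle-only cultures of the same strain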
#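 Yeast cells carrying a defined DNA-repair defect were exposed to test compounds. Growth inhibition was measured relative to vehicle-treated controls.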
# yeast cln2 rad14: NCI yeast anticancer drug screen, S. cerevisiae cln2 rad14 strain; growth inhibition, % at 50 µM; actives 8.3% (n = 78,000); AID 165;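 note: 0% = growth of vehicle-only cultures of the same strain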
#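 Test compounds were added to cln2 rad14 yeast cultures; inhibition of growth was then determined by comparison with vehicle treatment.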
# yeast mec2-1: NCI yeast anticancer drug screen, S. cerevisiae mec2-1 strain | % growth inhibition at 50 µM | actives 9% (n = 79,000);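 note: 0% = growth of vehicle-only cultures of the same strain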
#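 Cells of the genetically defined mec2-1 yeast strain are incubated with test compound. Inhibition of growth is calculated against vehicle-treated controls.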
# yeast bub3: NCI yeast anticancer drug screen, S. cerevisiae bub3 mutant strain; AID 167; actives 9.9% (n = 78,000); growth inhibition, % at 50 µM;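 note: 0% = growth of vehicle-only cultures of the same strain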
#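 Inhibition values come from growth of compound-treated mutant yeast normalised to vehicle-treated controls.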
# Active calls of the source: *; & = joins results of further samples; ! = a repeat was not active. Cut-off read from the data, not from the text of the source: active = growth inhibition above about 70%; inactive = the rest.
molecule	mlh1 rad18	sgs1 mgt1	yeast mec2-1	rad50	yeast cln2 rad14	yeast bub3
O=C(c1ccccc1)c1cc2ccccc2oc1=O	79*	60	13	63	38	11
CCN(CC)CCOc1ccc(NC(=S)Nc2ccc(OCC(C)C)cc2)cc1	81*	82*	34	66	84*	76*
Cc1ccc(Cc2c(C(=O)O)ccc3ccccc23)cc1	11	10	-13	0	-14	30
N#C/C(=C/c1ccc(Cl)cc1)C(=O)O	21	-13	-2	6	6	0
COC(=O)C(Cc1c[nH]c2ccccc12)NC(=O)C(Cc1cnc[nH]1)NC(=O)C1CCC(=O)N1C(=O)OCc1ccccc1 (centres undefined)	-5	-2	-4	-10	-2	-1
CCOC(=O)N1c2ccccc2OC1C#N (centres undefined)	14	-4	1	-17	-33	51
CCCCCCC(C#N)(CCN(C)C)c1ccccc1 (centres undefined)	23	14	19	15	-8	50
C=C1c2nc3ccccc3n2C=C(c2ccc(C)cc2)N1c1ccc(C)cc1	30	16	18	25	25	11
CC(=O)Nc1ccc(S(=O)(=O)Nc2ccc([N+](=O)[O-])cc2)cc1	-36	-23	-40	-37	-9	-32
COC(=O)/C=C1/OC(c2ccccc2)=C(C)C1=O	43	49	31	31	-8	6
COC1(OC)CCC2=C(C)C(=O)CCC2(CO)C1 (centres undefined)	-2	-6	-3	16	-52	-14
CC1(C)OC(=O)C(=Cc2ccc(-c3ccccc3[N+](=O)[O-])o2)C(=O)O1	27	31	6	3	24	30
NC(=O)N/N=C/c1ccc([N+](=O)[O-])o1	71*!	48&56	8&14	47&32	26&10	52&11
O=[N+]([O-])/C=C/c1ccc2ccccc2c1	99*	99*	99*	99*	98*	99*
CCC(=O)OCCCCC1CCCO1 (centres undefined)	4	2	5	9	3	12
N#CC(NCCCNC(C#N)c1ccccc1)c1ccccc1 (centres undefined)	-18	-5	5	-1	-24	-4
Cc1ccccc1[B-]12OCC[N+]1(CNC(=O)c1ccccc1O)CCO2 (centres undefined)	8	4	-2	26	17	1
CC(C)C(O)C(N)C(=O)O (centres undefined)	-10	1	19	4	24	39
OCc1ccccc1CCc1ccccc1	-16	0	-2	-9	4	11
CC(OC(C)(C)C)C1NC(=O)C(CCCCNC(=O)OC(C)(C)C)NC(=O)C(Cc2c[nH]c3ccccc23)NC(=O)C(Cc2ccccc2)NC(=O)[C@H]2CCC[C@H]2NC(=O)C(Cc2ccccc2)NC1=O (some centres undefined)	-15	7	-7	-3	26	6

# At a glance, some entries already given:
molecule	mlh1 rad18	sgs1 mgt1	yeast mec2-1	rad50	yeast cln2 rad14	yeast bub3
COC(=O)/C=C1/OC(c2ccccc2)=C(C)C1=O	43	49	31	31	-8	6
COC1(OC)CCC2=C(C)C(=O)CCC2(CO)C1 (centres undefined)	-2	-6	-3	16	-52	-14
CC1(C)OC(=O)C(=Cc2ccc(-c3ccccc3[N+](=O)[O-])o2)C(=O)O1	27	31	6	3	24	30
NC(=O)N/N=C/c1ccc([N+](=O)[O-])o1	71*!	48&56	8&14	47&32	26&10	52&11

# Shown as labelled records: three of the compounds above.
COC(=O)C(Cc1c[nH]c2ccccc12)NC(=O)C(Cc1cnc[nH]1)NC(=O)C1CCC(=O)N1C(=O)OCc1ccccc1 (centres undefined)
  mlh1 rad18: -5	sgs1 mgt1: -2	yeast mec2-1: -4	rad50: -10	yeast cln2 rad14: -2	yeast bub3: -1
Cc1ccc(Cc2c(C(=O)O)ccc3ccccc23)cc1
  mlh1 rad18: 11	sgs1 mgt1: 10	yeast mec2-1: -13	rad50: 0	yeast cln2 rad14: -14	yeast bub3: 30
OCc1ccccc1CCc1ccccc1
  mlh1 rad18: -16	sgs1 mgt1: 0	yeast mec2-1: -2	rad50: -9	yeast cln2 rad14: 4	yeast bub3: 11

# Further records follow:
molecule	mlh1 rad18	sgs1 mgt1	yeast mec2-1	rad50	yeast cln2 rad14	yeast bub3
c1ccc2c3c(ccc2c1)CCCC3	1	3	-2	8	-8	16
Cc1ccc2nc(N/N=C/c3ccc(C)s3)cc(C)c2c1	91*	92*	93*	90*	91*	92*
O=[N+]([O-])c1c(Cl)c(Cl)c(O)c(Cl)c1Cl	71*	90*	79*	76*	31	78*
S=C(NCCc1ccccc1)N1CCC(CCCC2CCN(C(=S)NCCc3ccccc3)CC2)CC1	3	-7	-10	-42	-49	-13
Nc1ccc2ccccc2c1S(=O)(=O)O	-27	15	-6	16	5	-2
O=C(Cc1ccccc1)c1ccccc1C(=O)NCc1ccncc1	-1	2	2	2	-20	9
C#CC(C)(C)OC(=O)Nc1ccc(Cl)cc1	13	0	16	27	-44	8
c1ccc(OC2=NC3=S(S2)SC(Oc2ccccc2)=N3)cc1	-3	57	-4	43	11	12
COC(=O)C1CCC(=O)N1C(c1ccc2c(c1)OCO2)c1ccc2c(c1)OCO2 (centres undefined)	20	-3	22	-11	19	41
CSC1=N[C@H](c2ccccc2)CS1	23	22	-10	22	-3	20
O=C(COc1cccc(Cl)c1)Nc1ccccc1	2	8	-32	-3	-17	40
Cc1ccc(S(=O)(=O)NNC(=O)Nc2cccc(C(F)(F)F)c2)cc1	55	18	-18	24	-2	0
CCOC(=O)/C=C/n1c2ccccc2c(=O)c2cc(OC)ccc21	-2	-19	-14	-3	4	-9
COC(=O)c1ccc(N=Cc2ccc(C=Nc3ccc(C(=O)OC)cc3)cc2)cc1	-13	-2	12	-19	3	-16
O=C(OCCCCOC(=O)N1C(=O)c2ccccc2C1=O)N1C(=O)c2ccccc2C1=O	29	26	12	31	30	26
CC(=O)OCC1OC(n2cnc3c(NC(=O)c4ccccc4)ncnc32)C(OC(C)=O)C1N(C)C(C)=O (centres undefined)	6	9	2	39	11	-2
O=C(CCC(=O)OCCOc1ccccc1)OCCOc1ccccc1	-2	-6	-5	-4	22	-4
CC(CC(=O)O)C(C(=O)O)C(=O)O (centres undefined)	-8&-18	-17&-34	2&-26	8&0	0&-32	9&-22
Cc1ccc(S(=O)(=O)c2c(N)c3nc4ccccc4n3c3nc4ccccc4nc23)cc1	13	-5	-10	21	26	0
CN(C)CCOCC(O)(c1ccccc1)c1ccccc1	-4	-2	-3	6	-25	-27
CC1=CC(=O)C(C(C)C)CC1 (centres undefined)	0	-11	-1	1	-43	-8
O=C(O)/C=C/C(O)C1CCCCC1 (centres undefined)	-5	-1	-8	-31	-23	1
CC(=O)OCC1OC(n2cnc(N)nc2=O)C(OC(C)=O)C1OC(C)=O (centres undefined)	-9	-16	-14	-8	13	-6
Cc1ccccc1I	9	-3	-32	-15	9	0
COc1cc(N=Nc2c[nH]c3ccccc23)c(OC)cc1N=Nc1ccc([N+](=O)[O-])cc1	35	1	17	26	-22	14
CCCCCCCCCCCCCCCCCC(=O)OC(C)CCC1CCCO1 (centres undefined)	13	6	13	26	0	-6
Nc1cc(Cl)c2c(c1)C(=O)c1ccccc1-2	-5	-4	1	-2	-5	-5
Cc1cc(=O)oc2cc3c(cc12)Oc1ccccc1O3	-5	-1	-11	-7	4	6
CC(=S)NC(=O)Nc1cccc2ccccc12	11	2	-8	19	-51	-10
O=NN1C2CCCCC2C2CCCCC21 (centres undefined)	4	-15	20	-9	-5	26
CC(=O)OCc1cc(=O)n2c([nH]c3ccccc32)c1C#N	-3	-25	11	11	-16	-26
Cc1ccc(S(=O)(=O)N/N=C/c2cc(I)cc(I)c2O)cc1	99*	99*	99*	99*	99*	98*
Cc1ccc(/C=N/Nc2cc(C)c3ccccc3n2)s1	17	11	8	3	0	2
NC(C(F)(F)F)(C(F)(F)F)P(=O)(c1ccccc1)c1ccccc1	-23	-10	-24	24	-21	-2
COC(=O)N1C2C=CC(=O)C(C=C2)N1C(=O)OC (centres undefined)	85*	47	53	34	36	61
Cn1c(C=O)cnc1[N+](=O)[O-]	-1	13	4	-1	-19	-13
O=C(O)C1(O)CCCCC1	-7&7	-2&-7	9&-2	7&-5	16&-21	20&-7
Clc1cccc(Cl)c1C1SCc2nc3cc4ccccc4cc3n21 (centres undefined)	14	25	-12	-2	-1	14
Fc1ccc2c(c1)Nc1ccccc1S2	-15	8	-2	-6	-9	-16
O=C(COc1cc(Cl)c(Cl)cc1Cl)NCCO	13	25	29	21	18	49
CCC(C)C(NS(=O)(=O)Cc1ccccc1)C(=O)O (centres undefined)	7	3	16	-4	11	-10
CN1CCC2(CC1)C(=NC1CCCCC1)NC(=O)N2c1ccccc1	4	-5	-6	-26	1	7
O=[N+]([O-])c1ccc(C2=Nn3cnnc3SC2)o1	87*	81*	21	82*	78*	59
O=C1CCCSCCCC(=O)CCCSCCC1	-7	-6	-16	-9	2	-8
COc1c(O)cc2c(c1O)C(=O)C1=C(CCCC1)C2=O	21	62	22	47	39	65
CN(C(=O)C1(C)OC1c1ccccc1)c1ccccc1 (centres undefined)	-10	11	2	-6	-10	18
O=Cc1cc(Cl)ccc1O	52	35	40	13	-22	24
CC(=O)[C@H]1CC[C@@H]2[C@]1(C)CC=C1[C@]23C=C[C@]2(C[C@@H](O)CC[C@]12C)C(C(=O)O)C3C(=O)O (some centres undefined)	7	-40	-18	2	4	-13
C/C=C(\N=C=S)C(=O)OC1C(COC(C)=O)OC([C@]2(O)CC(=O)C(=N)C(C(=O)O)=C2O)C(O)C1OC1CC(OC)C(O)([C@@H](C)OC(=O)[C@@H](C)CC)C(C)O1 (some centres undefined)	15	35	30	28	24	31
Nc1nnc2nc(CC(=O)c3ccccc3)c(=O)[nH]n12	11	12	-7	5	10	-14
CCOC(=O)C(=CNc1ccc(N(C2=NCC(C)S2)c2ccc(F)c(Cl)c2)cc1)C(=O)OCC (centres undefined)	5	43	-3	8	52	47
CC(NCCNC(C)c1ccccc1)c1ccccc1 (centres undefined)	8	-1	-22	7	-35	2
[O-][n+]1ccccc1/C=C/c1cccc[n+]1[O-]	-18	-8	-31	-30	-22	-1
Cn1nc(-c2ccccc2)c2c(/C=C/c3ccc(Cl)cc3)onc2c1=O	-39	-19	-22	-39	-16	-7
CN(CC(=O)c1ccc(I)cc1)Cc1ccccc1	46	16	-1	28	-6	13
CS(=O)(=O)OCC1NC(=O)C(COS(C)(=O)=O)NC1=O (centres undefined)	4	-3	3	-10	2	-1
N#CC(C#N)(CCc1ccc([N+](=O)[O-])cc1)CCc1ccc([N+](=O)[O-])cc1	36	16	-6	6	-14	16
CCC(=O)c1nc(N)[nH]c1CC	-6	-12	-22	-37	-44	-3
c1ccc(C2(C3(c4ccccc4)Nc4ccccc4S3)Nc3ccccc3S2)cc1 (centres undefined)	6	-3	-5	14	3	-1
CCOc1ccccc1/C=C1\C=Nc2ccccc21	6	16	16	12	8	25

# Next results
molecule	mlh1 rad18	sgs1 mgt1	yeast mec2-1	rad50	yeast cln2 rad14	yeast bub3
O=[N+]([O-])CS(=O)(=O)N1CCOCC1	8	-8	-7	-11	-45	-12
Cc1cc(C)c2c(c1)CSCc1cc(C)cc(C)c1-2	16	19	-3	16	10	1
Cc1ccnc(Nc2nnc(Nc3cc(C)ccn3)c3ccccc23)c1	-4	-6	-13	-21	-22	-4
COc1ccc(C)cc1NC(=O)Nc1ccc(SC)cc1	40	43	38	0	-1	30
CC(=O)OCCC1CC2c3[nH]c4ccccc4c3CCN2C1=O (centres undefined)	-22	16	-7	-4	1	11
COC1OC(CI)C(OC(C)=O)C(OC(C)=O)C1OC(C)=O (centres undefined)	7&12	-5&13	2&22	-2&-1	15&2	1&-1
CC1=N/C(=C\c2ccccc2)C(=O)O1	37	35	22	48	17	36
COc1ccc(C2ON(c3ccccc3)CC=C2C)cc1 (centres undefined)	13	6	-3	36	13	19
CN(C)C(N)=NC#N	67	51	76*	73*	10	65
CC1=C(S(=O)(=O)c2ccccc2)C(c2ccccc2)N(C)O1 (centres undefined)	-2	6	7	-2	-26	-31
[CH3][Sn]([CH3])([S]P(=S)(c1ccccc1)c1ccccc1)[S]P(=S)(c1ccccc1)c1ccccc1	44	19	32	25	-16	19
CCOC(=O)c1nc(N)[nH]c(=O)c1CCCCc1ccccc1	1	-4	-9	7	-2	28
CC1C(C(=O)NCC(c2ccccc2)c2ccccc2)CC2CCCCN21 (centres undefined)	26	13	-5	-16	-9	11
O=[N+]([O-])c1c(O)c(CNCCCO)cc(CNCCCO)c1O	43	19	30	14	20	26
CCCC(=O)OCCSCCOC(=O)CCC	0	-12	-3	-1	-35	24
O=C1OC(=O)C2=C1CCCC2	7	19	-19	8	-1	-18
COc1cc(/C=C/C(=O)C(C)(C)C)cc(OC)c1OC	0	-11	-10	9	17	-2
O=C(CCCl)OCCOc1ccccc1	7	-15	4	-10	22	-18
CCOC(=O)NC(Nc1ccc(C(=O)OCC)cc1)(C(F)(F)F)C(F)(F)F	1	-15	3	0	-16	-13
